# NR1D1 modulator – modulators of Rev-erb alpha DNA binding, primary screen, biochemical, FITC-DNA, fluorescence polarization, uHTS; Nuclear receptor subfamily 1 group D member 1 (Homo sapiens), P20393; Rev-erbα–FITC-DNA binding, 90 min; activity, % at 10 µM; 370,000 tested, 0.79% active; AID 1259318, 2017;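 active = activity above about 14%, limit read from the data; passing the limit was not always enough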;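 note: 0% = DMSO wells with 35 nM protein and 100% = DMSO wells with 750 nM protein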
# Target sequence (P20393 whole entry, looked up): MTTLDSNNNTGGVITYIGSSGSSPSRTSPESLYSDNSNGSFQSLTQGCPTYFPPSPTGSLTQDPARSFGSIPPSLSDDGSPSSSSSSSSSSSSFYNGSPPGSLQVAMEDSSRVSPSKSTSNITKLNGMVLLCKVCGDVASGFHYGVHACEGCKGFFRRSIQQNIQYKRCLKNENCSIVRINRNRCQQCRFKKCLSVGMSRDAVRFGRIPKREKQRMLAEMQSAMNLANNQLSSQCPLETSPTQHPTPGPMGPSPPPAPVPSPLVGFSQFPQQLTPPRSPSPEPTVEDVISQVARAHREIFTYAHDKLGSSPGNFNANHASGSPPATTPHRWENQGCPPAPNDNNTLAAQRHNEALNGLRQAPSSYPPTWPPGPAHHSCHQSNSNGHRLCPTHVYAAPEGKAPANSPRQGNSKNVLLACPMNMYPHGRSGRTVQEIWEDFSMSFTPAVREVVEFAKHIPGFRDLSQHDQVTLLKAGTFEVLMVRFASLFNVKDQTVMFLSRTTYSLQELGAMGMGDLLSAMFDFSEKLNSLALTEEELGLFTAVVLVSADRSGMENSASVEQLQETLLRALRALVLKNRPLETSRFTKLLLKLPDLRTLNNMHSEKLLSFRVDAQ
# DAX1 inh-1 – DAX1 (NR0B1) inhibitors on StAR promoter, primary screen, cell-based, luminescence, SF-1 (NR5A1), full-length DAX-1 | HEK293T StAR-luciferase reporter, SF-1/DAX-1 repression relief | inhibition, % at 6.8 µM | 370,000 tested, 1.1% active | AID 652010, 2013;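 active = inhibition above the mean over all tested compounds plus 3 SD, cut at about 3.6% in these data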;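 note: 0% = DAX-1 cells with DMSO and 100% = cells lacking DAX-1 with DMSO; higher inhibition means more luminescence from relief of DAX-1 repression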
# hgDAF12 agonist – H. glycines DAF-12 receptor agonists, primary screen, cell-based, luminescence, HEK293, GAL4 fusion, UAS-luciferase | Nuclear hormone receptor DAF-12 (Heterodera glycines), GAL4 fusion | HEK293 GAL4-hgDAF12 UAS-luciferase reporter, agonist luminescence; normalized to butyrate control | activation, % at 6.8 µM | 370,000 tested, 1.8% active | AID 687014, 2013;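 active = activation above a cutoff set at the mean of all screened compounds plus 3 SD, cut at about 10% in these data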;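 note: 0% = DMSO wells and 100% = sodium butyrate wells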
# ssDAF-12 act – S. stercoralis DAF-12 nuclear receptor activators, primary screen, cell-based, luminescence, HEK293, GRIP1 co-expression, lit1-tk-luc; 370,000 tested, 1% active; HEK293 ssDAF-12/GRIP1 lit1-tk-luc reporter; % of 3 µM dafachronic acid response; Nuclear hormone receptor DAF-12 (Strongyloides stercoralis); activation, % at 6.8 µM;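 active = activation above the mean over all tested compounds plus 3 SD, cut at about 0.9% in these data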;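 note: 0% = DMSO-only wells and 100% = 3 µM delta7-dafachronic acid wells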
# MBD2 DNA inh – inhibitors of MBD2 binding to methylated DNA, primary screen, biochemical, TR-FRET, DNA-binding domain, human; inhibition, % at 4.4 µM; MBD2 binding to methylated oligonucleotide; AID 686964, 2013; 370,000 tested, 0.31% active; in the data active = inhibition above about 13%
# Target sequence (Q9UBB5 whole entry, looked up, the tested form may be a part): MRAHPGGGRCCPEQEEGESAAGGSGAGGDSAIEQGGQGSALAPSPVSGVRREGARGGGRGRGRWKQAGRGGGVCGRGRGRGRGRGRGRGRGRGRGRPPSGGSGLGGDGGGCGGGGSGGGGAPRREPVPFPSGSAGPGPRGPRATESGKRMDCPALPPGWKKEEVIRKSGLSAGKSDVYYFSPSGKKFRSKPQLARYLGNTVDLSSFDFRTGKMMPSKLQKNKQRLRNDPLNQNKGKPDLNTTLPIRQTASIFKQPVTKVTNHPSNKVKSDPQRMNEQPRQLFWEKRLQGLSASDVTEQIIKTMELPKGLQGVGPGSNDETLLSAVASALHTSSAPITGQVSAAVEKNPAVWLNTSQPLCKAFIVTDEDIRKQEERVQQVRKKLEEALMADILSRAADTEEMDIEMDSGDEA
# PLCb3 inh – human PLC-beta3 inhibitors, primary screen, biochemical, fluorescence | 370,000 tested, 0.18% active | inhibition, % at 12.2 µM | AID 720704, 2013 | Purified PLC-beta3, fluorogenic substrate; in the data active = inhibition above about 11%;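 note: 0% = median of compound wells on plate and 100% = full blocker control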
# DAX1 inh-2 – DAX1 (NR0B1) inhibitors, primary screen, cell-based, HEK293, Gal4-DAX1, luciferase luminescence. 340,000 tested, 0.99% active. HEK293 Gal4-DAX1 luciferase reporter. Nuclear receptor subfamily 0 group B member 1 (Homo sapiens), P51843. AID 504766, 2011. inhibition, % at 6.75 µM;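 active = inhibition above the mean over all tested compounds plus 3 SD, cut at about 4.2% in these data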;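 note: 0% = DAX1-transfected cells with DMSO and 100% = empty-vector control cells with DMSO; inhibition shows as a rise in luminescence from relieved DAX1 repression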
# hcDAF12 agonist – H. contortus DAF-12 nuclear receptor activators, primary screen, cell-based, luminescence, HEK293, lit1-tk-luc reporter; HEK293 hcDAF-12 lit1-tk-luc reporter; 0% DMSO, 100% Δ7-dafachronic acid; activation, % at 6.8 µM; 370,000 tested, 1.4% active; AID 652067, 2013;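 active = activation above the mean of all tested compounds plus 3 SD, cut at about 5.5% in these data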;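 note: 100% = response to 3 µM Δ7-dafachronic acid high control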
# PLCg1 inh – PLC-gamma1 enzyme inhibitors, primary screen, biochemical, fluorescence, purified enzyme. 1-phosphatidylinositol 4,5-bisphosphate phosphodiesterase gamma-1 (Homo sapiens), P19174. fluorogenic substrate. inhibition, % at 12.2 µM. 370,000 tested, 0.84% active. AID 720700, 2013; in the data active = inhibition above about 9.5%
# SMARCA2 activ – SMARCA2 (BRM) function activators, primary screen, cell-based, luminescence, high throughput; MG213 cells, MMTV-luciferase reporter, dexamethasone, overnight; activation, % at 9.1 µM; 370,000 tested, 1% active; AID 652017, 2013; in the data active = activation above about 7.8%;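 note: 0% = vehicle wells and 100% = reference activator wells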
# ADAM17 inh – ADAM17 inhibitors, primary screen, biochemical, QFRET. Disintegrin and metalloproteinase domain-containing protein 17 (Homo sapiens), P78536. recombinant ADAM17, EDANS/DABCYL FRET peptide cleavage. inhibition, % at 6.95 µM. 370,000 tested, 0.83% active;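 active = inhibition above the mean of compounds lying between control limits plus 3 SD, set per campaign, cut at about 8.5% in these data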;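 note: 0% = DMSO-only wells as the low control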
# * marks the source's active call; other numbers are inactive results; / = not tested or not shown. Hits appear at their usual frequency; overall some 7.4% were active at least once.
# Start of the data: the first 3 records (preview)
SMILES,NR1D1 modulator,DAX1 inh-1,hgDAF12 agonist,ssDAF-12 act,MBD2 DNA inh,PLCb3 inh,DAX1 inh-2,hcDAF12 agonist,PLCg1 inh,SMARCA2 activ,ADAM17 inh
CCN1C(=O)C(C(=O)NC(C)c2ccccc2)C2CC1(C)Oc1ccccc12 (stereo unspecified),-7,-0.6,-5.9,-1.7,-1,1,-1.1,-0.4,2,-2,-2
COc1ccc(NS(=O)(=O)c2ccc3nc(COc4ccc(Cl)c(C)c4)[nH]c3c2)cc1,-1,-0.5,-0.5,-1.3,-3,3,-0.1,-1.1,2,-2,13*
O=C(O)c1ccc(-n2c(-c3cc(C4CC4)[nH]n3)n[nH]c2=S)cc1,-4,0.5,-1.1,-1.0,2,-4,4.6*,-0.9,1,4,-4

# The whole of this part (from the top)
SMILES,NR1D1 modulator,DAX1 inh-1,hgDAF12 agonist,ssDAF-12 act,MBD2 DNA inh,PLCb3 inh,DAX1 inh-2,hcDAF12 agonist,PLCg1 inh,SMARCA2 activ,ADAM17 inh
CCN1C(=O)C(C(=O)NC(C)c2ccccc2)C2CC1(C)Oc1ccccc12 (stereo unspecified),-7,-0.6,-5.9,-1.7,-1,1,-1.1,-0.4,2,-2,-2
COc1ccc(NS(=O)(=O)c2ccc3nc(COc4ccc(Cl)c(C)c4)[nH]c3c2)cc1,-1,-0.5,-0.5,-1.3,-3,3,-0.1,-1.1,2,-2,13*
O=C(O)c1ccc(-n2c(-c3cc(C4CC4)[nH]n3)n[nH]c2=S)cc1,-4,0.5,-1.1,-1.0,2,-4,4.6*,-0.9,1,4,-4
Cc1ccccc1N(C(=O)CS(=O)CC(=O)Nc1ccc(F)cc1)C(C)C(=O)NC(C)(C)C (stereo unspecified),1,-0.7,-2.3,-1.2,-6,-4,-0.5,-1.3,4,3,3
N#C/C(=C\C=C\c1ccccc1)c1nc(-c2ccc(Cl)cc2)cs1,1,-0.5,-2.9,-0.6,-1,-16,1.2,-0.8,-8,-2,-9
CC(/C=C/c1ccc2c(c1)OCO2)=N/NC(=O)c1ccncc1,4,-0.3,3.0,-2.0,-3,-32,0.6,0.7,-21,2,-7
COc1cc(C(=O)NCc2nnc(SCC(=O)Nc3nc4ccccc4s3)o2)cc(OC)c1OC,-8,0.1,7.0,-0.9,3,-6,1.3,1.5,0,-1,-5
COc1ccccc1/C=C/CN1CCNC(=O)C1CC(=O)NCCc1cnccn1 (stereo unspecified),5,1.8,0.8,-1.2,-5,-10,-0.3,1.5,-2,0,-6
COc1ccc(OC)c(CNC(=O)C2CCCN(c3ncnc4c3nc3n4CCCCC3)C2)c1 (stereo unspecified),-4,-0.4,-4.3,-1.8,-4,-1,-0.9,-0.1,2,-2,-1
Cc1ccc(N=Nc2c(N)n(-c3ccccc3)[nH]c2=O)cc1,-1,0.6,9.1,0.3,-8,1,2.6,5.6*,2,5,1
O=C(Nc1nc2ccc([N+](=O)[O-])cc2s1)C1CCCO1 (stereo unspecified),-2,0.7,6.3,-0.2,1,3,5.4*,2.1,-2,7,0
COc1ccc(CN=C(Nc2ccccc2)SC2CC(=O)N(C)C2=O)cc1 (stereo unspecified),3,-0.9,3.2,-0.8,1,0,-1.1,-3.5,-3,-2,2
O=c1cc(-c2ccccc2)oc2ccc(O)cc12,3,2.1,17*,-0.6,3,-21,7.8*,2.6,-9,4,-5
O=C(COC(=O)c1cccc(S(=O)(=O)NCc2ccccc2)c1)Nc1ccccc1OC(F)F,-4,-0.1,2.9,-0.9,-2,1,-1.5,-1.9,3,-5,5
C=CCOn1c(-n2nc(C)cc2C)nc2ccccc2c1=O,1,0.2,-0.8,-1.3,2,-5,-0.3,-1.8,-1,0,-4
CC(C)COc1ccc(C(=O)Nc2scc(-c3ccc(Cl)cc3Cl)c2C(N)=O)cc1,31*,-0.9,0.0,-1.3,1,-4,-1.4,2.6,-3,-2,-5
Cc1ccc(NC(=O)COC(=O)CSC(=S)N2CCOCC2)cc1,-1,0.3,4.0,-1.2,2,-2,2.6,-0.5,4,1,-2
O=C(COC(=O)C(Cc1ccccc1)NC(=O)c1ccc(Cl)cc1)c1ccc(Cl)cc1 (stereo unspecified),-1,-0.4,0.2,-1.1,0,-1,1.0,0.1,0,1,-3
Cc1ccsc1C(=O)OCC(=O)N(Cc1ccccc1)C(C)C,-7,0.3,-3.1,-1.7,4,5,0.0,-0.8,1,-2,0
O=C(CSc1nc2ccccc2[nH]1)Nc1nc(-c2ccc(Br)cc2)cs1,1,-0.3,-0.8,-1.8,3,0,0.9,-3.9,3,-4,5
CCc1nnc(NC(=O)c2ccc(S(=O)(=O)N(CCOC)CCOC)cc2)o1,-8,0.3,1.6,-0.5,-7,2,0.4,-1.5,-1,0,-5
COc1ccc(CCNc2oc(COc3ccccc3)nc2C#N)cc1,1,-0.9,0.7,-1.8,-1,0,-1.3,-0.7,-2,-2,6
COc1cc(OC)cc(C(=O)N(Cc2cc3cc(C)ccc3[nH]c2=O)C(C)C)c1,-1,-0.3,-0.8,-0.8,1,1,1.0,0.1,0,0,-1
CN(CCO)C(=O)c1ccc(-c2nn(C)c(=O)c3ccccc23)cc1,-5,-0.6,-1.9,-1.7,3,-5,1.1,-1.4,-3,-3,-8
COc1ccc(S(=O)(=O)N2CC=C(C(=O)NC3CCCC3)CC2)cc1,-1,-0.4,1.6,-1.5,-1,-8,-0.2,-1.6,0,-2,-2
CCc1nc2c(s1)CCc1onc(-c3ccc(Cl)cc3)c1-2,-1,0.7,0.5,-1.2,2,-3,1.7,-1.8,0,0,-4
CCN1CCN(C(=O)C(NS(=O)(=O)c2ccc3nc(C)sc3c2)C(C)C)CC1 (stereo unspecified),-4,0.5,1.7,-1.3,-2,4,3.2,-2.5,1,0,0
CCCCN=C1N/C(=C\c2ccco2)C(=O)N1c1ccccc1,-1,-0.6,-2.1,0.3,2,-29,0.1,-0.5,-18,1,-3
Cc1ccc(S(=O)(=O)N2CCN(C(=O)CCc3nc4ccccc4c(=O)[nH]3)CC2)c(C)c1,-5,-1.8,-4.5,-0.8,7,-6,-0.3,-0.5,-2,0,-9
COc1cccc(Cn2c(N)c(C#N)c3nc4ccccc4nc32)c1OC,8,-0.8,-1.1,-1.9,-2,-400,-0.3,-1.8,-321,0,-91
NS(=O)(=O)OCC1CCCCC1,2,0.2,-0.3,-1.1,-2,3,0.4,-0.3,7,-1,4
COc1ccc(NC(=O)C23CC4CC(C2)CC(n2cnc(Br)n2)(C4)C3)cc1OC,2,0.4,-2.4,-1.2,-2,3,0.6,-1.9,3,-1,1
CCOCCCNC(=S)N(CCN(CC)CC)Cc1cc2cc3c(cc2[nH]c1=O)OCCO3,3,-0.2,1.9,-0.7,4,-80,1.5,0.5,-54,-1,-115
CC(C)CN1C(=O)NC(NC(=O)c2cccs2)(C(F)(F)F)C1=O (stereo unspecified),-4,-0.3,-1.1,-0.3,-1,1,0.2,-0.5,0,3,4
CCCc1cc(=O)[nH]c(SCC(=O)NC2CCCCCCC2)n1,-1,1.0,-0.5,-0.5,-4,-3,0.9,0.7,3,-5,4
CSCCC(N=Cc1c(O)n(-c2ccc(F)cc2)c(=O)[nH]c1=O)C(=O)O (stereo unspecified),-5,0.4,2.1,-1.4,0,0,/,-0.8,1,-5,-1
O=Cc1ccc(O)c(O)c1,-6,0.5,-1.6,-0.9,0,2,0.1,-1.1,2,-2,-5
CCOC(=O)CNc1c(-c2ccccc2)nc2ccc(Cl)cn12,2,1.9,5.6,-0.7,1,-339,2.7,-1.0,-275,6,-19
CC1C/C(=N\NC(=S)NCc2ccccc2)CC(C)(C)C1 (stereo unspecified),-2,0.1,3.2,-0.8,4,-2,1.5,0.5,3,-2,-3
Cc1ccc2nc(SC(C)C(=O)NC3CCCc4ccccc43)[nH]c2c1 (stereo unspecified),2,-0.4,0.4,-1.3,1,-1,-0.3,0.8,3,0,2
CC1=C(C#N)C(Nc2cc(C)ccn2)(C(F)(F)F)C(=O)N1 (stereo unspecified),-3,-0.5,-0.5,-1.3,2,2,0.6,-0.1,2,2,-1
Cc1c(NC(=O)c2cccc(NC(=O)Cc3ccccc3F)c2)c(=O)n(-c2ccccc2)n1C,-7,-0.4,1.9,-1.1,0,0,-0.5,-1.3,0,-1,-3
Cc1cc(C)cc(NC(=S)N2CCN(C(=O)c3ccco3)CC2)c1,-6,-1.1,-0.5,-0.8,-6,-5,0.1,-0.8,-3,-1,0
CC1CC(=O)N(CC(=O)NCc2ccc3c(c2)OCO3)c2ccccc2S1 (stereo unspecified),-6,0.8,-2.0,-1.3,2,-2,0.9,-0.4,1,-4,-6
CC1(C(=O)NCc2ccccc2)CSCC(=O)N1Cc1cccc(C(F)(F)F)c1 (stereo unspecified),-1,-0.1,-1.7,-1.0,-1,5,/,-2.2,6,-5,1
N#CCC(CNc1ncc(C(F)(F)F)cc1Cl)OC(=O)c1cccc(C(F)(F)F)c1 (stereo unspecified),1,-1.2,-2.1,-2.0,-1,-3,0.0,-0.9,-1,0,3
O=C(Cn1cncn1)NCc1cccc(C(F)(F)F)c1,-3,0.4,1.8,-2.0,-1,-4,0.9,-1.4,-1,0,-6
Cn1c(-c2ccsc2)c(-c2cccs2)c2cc(Br)ccc21,3,0.2,1.3,-0.5,-3,-79,1.2,0.9,-46,-1,-14
Cc1ccc(S(=O)(=O)/C(C#N)=C/c2c(N3CCCCC3)nc3ccccn3c2=O)cc1,-2,0.7,-0.1,-0.7,0,-13,/,0.7,-3,-1,-3
Cc1cc(S(=O)(=O)Nc2nc(CN3CCOCC3)nc3sc4c(c23)CCC4)cc(C)c1C,-4,1.5,1.5,-1.1,4,-32,1.4,0.2,-20,-2,-11
COc1ccc(Cl)cc1C(=O)NNC(=S)NC(=O)c1cc(-c2ccc(Cl)cc2)nc2ccccc12,-2,0.1,1.2,-0.1,-4,3,0.2,-0.5,2,-2,4
CCN1CCN(Cc2c(O)ccc3c(=O)c(-c4ccc(OC)c(OC)c4)c(C)oc23)CC1,3,-0.5,0.7,-1.2,1,-340,0.6,-1.5,-261,-1,-140
Cc1cccc(Nc2nnc(SCc3cn4ccsc4n3)s2)c1,0,-0.1,0.4,-1.6,-1,1,-1.1,0.0,10*,3,2
O=S(=O)(c1ccccc1F)N1CCN(Cc2cc3c(cc2Br)OCCO3)CC1,-1,1.9,-1.9,-1.3,-1,3,1.1,-1.7,5,-3,2
